# Assay outcomes as filed in PubChem BioAssay.
# Menin-MLL TR inh = menin-MLL binding inhibition, Texas Red mutant peptide. AID 1768. Potency, µM (series often up to 61.6 µM), without a hit: top-dose FP activity change, negative = inhibition, hits mostly inhibitors. actives 0.23% (n = 270,000). Menin + Texas Red MLL mutant peptide, fluorescence polarization; active means well fitted inhibition curve with a large enough effect in the polarisation, with a control signal flat, not every such curve was filed as active; inconclusive means small, poorly fitted or top-dose-only effect, or effect the other way, or a change in a side signal; inactive means no such curve, though single readings can be large or run the other way; the % refers to the polarisation; further: potency means the concentration at half of the fitted maximal effect; % of control where 0% means no effect; many of its hits are not listed in these tables
# Target sequence (O00255 whole entry, looked up): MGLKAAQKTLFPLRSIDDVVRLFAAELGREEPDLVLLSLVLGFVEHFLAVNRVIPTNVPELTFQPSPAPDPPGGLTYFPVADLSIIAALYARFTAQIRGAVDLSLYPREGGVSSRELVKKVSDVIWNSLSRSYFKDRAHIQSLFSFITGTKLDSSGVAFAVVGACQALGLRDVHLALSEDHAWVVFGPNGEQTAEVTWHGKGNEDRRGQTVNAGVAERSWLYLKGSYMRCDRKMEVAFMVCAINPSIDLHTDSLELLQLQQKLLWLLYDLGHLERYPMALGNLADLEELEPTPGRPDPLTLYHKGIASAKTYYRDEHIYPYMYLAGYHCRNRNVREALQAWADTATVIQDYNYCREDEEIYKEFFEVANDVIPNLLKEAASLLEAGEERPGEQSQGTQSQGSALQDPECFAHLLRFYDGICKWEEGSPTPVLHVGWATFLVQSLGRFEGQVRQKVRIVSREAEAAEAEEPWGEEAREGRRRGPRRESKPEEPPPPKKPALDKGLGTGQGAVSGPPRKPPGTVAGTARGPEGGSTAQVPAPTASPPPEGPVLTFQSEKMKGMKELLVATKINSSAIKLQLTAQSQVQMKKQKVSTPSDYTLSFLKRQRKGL
# FBPA coupling cs = coupling enzyme interference in Giardia aldolase counter-screen | coupling enzyme system counterscreen, AmpLite Red fluorescence | activity change, negative = inhibition, % at 58.2 µM, hits read low | actives 0.67% (n = 290,000); in the data active means activity change below about -30%; further: on the % scale 0 is the no-effect control and ±100 the full control effect
#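 First, compound is pin-transferred into glyceraldehyde-3-phosphate coupling-enzyme reagent at 57.5 uM final and held 10 min at RT. Next, substrate, coupling system and AmpLite Red are added. After 20 min RT, fluorescence (525/598 nm) is read.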
# Active calls of the source: *; ? = inconclusive; & = joins results of further samples; [ ] = remark or other dose.
[1] N#Cc1cccc(CS(=O)(=O)c2nnnn2-c2cc(C(F)(F)F)cc(C(F)(F)F)c2)c1
[2] CCCCC/C=C\C/C=C\C/C=C\C/C=C\CCCCCC(N)=O
[3] COc1ccc(-c2nc3cnc(N4CCN(C)CC4)nc3n(CCc3ccccc3)c2=O)cc1
[4] COCCn1c(=O)c(-c2cc(F)cc(F)c2)nc2cnc(N3CCN(C)CC3)nc21
[5] CCNc1ncc2nc(CCc3ccccc3)c(=O)n(-c3ccccc3)c2n1
[6] CCOc1ccccc1-c1nnc2n1N=C(c1ccccc1OC)CS2
[7] CCOC(=O)C[C@@H](C(=O)OCC)[C@@H]1CCCCC1=O
[8] COc1ncc2nc(C)c(=O)n(CCc3ccccc3)c2n1

entry no. | 1 | 2 | 3 | 4 | 5 | 6 | 7 | 8
Menin-MLL TR inh | ? | 1% | 3% | 5% | -8% | ? | -8%[11.7 µM] | -2%
FBPA coupling cs | 0 | 1 | 2 | -3 | -3 | -1 | -7 | 4

[9] CC(C)[C@H](NC(=O)OC(C)(C)C)[C@@H](O)CC(=O)OC(C)(C)C
[10] CS(=O)(=O)Nc1cccc(-c2nccc(Nc3ccc(F)cc3)n2)c1
[11] CCNc1ncc2nc(-c3ccc(Cl)cc3)c(=O)n(-c3ccc(OC)cc3)c2n1
[12] COc1cc(C2c3[nH]c4ccccc4c3CC3C(=O)N4C(Cc5c([nH]c6ccccc56)C4c4cc(OC)c(OC)c(OC)c4)C(=O)N32)cc(OC)c1OC (stereo not drawn)
[13] CC(=O)OCCBr
[14] CCc1cccc2cc(C(O)CNC(C)(C)C)oc12 (stereo not drawn)
[15] COc1c(-c2coc3cc4c(cc3c2=O)CC(OC(C)=O)C(C)(C)O4)ccc2c1C=CC(C)(C)O2 (stereo not drawn)
[16] O=c1cnc2cnc(N3CCNCC3)nc2n1C1CC1

entry no. | 9 | 10 | 11 | 12 | 13 | 14 | 15 | 16
Menin-MLL TR inh | -2%[11.7 µM] | 38%[activator] | 8% | 2%[11.7 µM] | 16% | -8% | -5% | -14%
FBPA coupling cs | 0 | 1 | 0 | -2 | -2 | 2 | -1 | 3

[17] COc1ccc(Oc2ncc3nc(-c4ccc(OC)cc4)c(=O)n(C4CC4)c3n2)cc1
[18] N#Cc1ccc(CN2CCC3(CC2)CCN(C(=O)c2ccco2)CC3)cc1
[19] CCN1C(=O)[C@H]2[C@H]3[C@H](O)[C@H](O)C/C(=N/O[C@@H]4O[C@@H](COC(C)=O)[C@@H](OC(C)=O)[C@@H](OC(C)=O)[C@H]4OC(C)=O)[C@H]3CC[C@@H]2C1=O
[20] CC(=O)OC1CC(O)C(C)(C)C2CC(OC(C)=O)[C@]3(C)C(CC[C@@]4(C)C(c5ccoc5)OC(=O)C5OC534)[C@]12C (stereo partly drawn)
[21] CC1(C)O[C@@H]2[C@@H](O1)C(c1ccccc1)(c1ccccc1)OP(=O)(O)OC2(c1ccccc1)c1ccccc1
[22] COc1ccc(OCC2CC3C(CCC(C)C3c3ccc(Br)cc3)C(=O)O2)cc1 (stereo not drawn)
[23] COc1cccc(-c2cncnc2NCc2cccc(C)c2)c1
[24] COc1ccc(-c2nc3cnc(N4CCNCC4)nc3n(CCc3ccccc3)c2=O)cc1

entry no. | 17 | 18 | 19 | 20 | 21 | 22 | 23 | 24
Menin-MLL TR inh | -10% | 2% | -2%[11.7 µM] | -4% | 7% | 1%[11.7 µM] | ? | 12%
FBPA coupling cs | -2 | 2 | 3 | 0 | 4 | -1 | -3 | 2

[25] CCC(=O)CC(NC(=O)OC)c1ccc(F)cc1 (stereo not drawn)
[26] CCCN=C(N)NCCC[C@H](N)C(=O)O
[27] COc1cccc(Cn2c(=O)c(-c3cccs3)nc3cnc(OCc4ccccc4)nc32)c1
[28] CC(=O)O[C@@H](C)C#C[Si](C)(C)c1ccccc1
[29] CC(C)=NOC[C@@H](C)[C@H](OCc1ccccc1)C(C)C
[30] N#Cc1cccc(NC(=O)N2CC[C@@]3(CCCN(C(=O)c4cc(C(F)(F)F)cc(C(F)(F)F)c4)C3)C2)c1
[31] Nc1nc(O)c2ncn([C@H]3CC[C@@H](CO)O3)c2n1
[32] COC(=O)N1CCC2(CCCN(c3ccc(-c4ccccc4)cc3)C2)CC1

entry no. | 25 | 26 | 27 | 28 | 29 | 30 | 31 | 32
Menin-MLL TR inh | 7%[11.7 µM] | 19%[24.8 µM] | -13% | -6% | 0%[11.7 µM] | 14% | -2% | -25%
FBPA coupling cs | -1 | 5 | 4 | 1 | 2 | 2 | 4 | -1

[33] CCCCc1nc2ccn(CC(=O)N(C)C)c(=O)c2n1Cc1ccc(-c2ccccc2-c2nn[nH]n2)cc1
[34] Cc1noc(C)c1-c1cc(NCCN2CCOCC2)ncn1
[35] COC(=O)CCC(=O)OC1(C)C(=O)C=C2C=C(C3CC3)OC=C2C1=O (stereo not drawn)
[36] C[C@@H]1OC2C3=C(C(=O)[C@H]4O[C@@H]4[C@H]3O)[C@@H]1[C@H]1[C@H](C)OC=C3[C@H](O)[C@H]4O[C@H]4/C(=N\OCc4ccccc4)[C@@]321
[37] O=C(c1csnn1)N1CCC2(CCCN(Cc3ccccc3)C2)CC1
[38] CCCCC#CC1C=CC(Oc2cc(OC)c(OC)c(OC)c2)C(COC(=O)OCC)O1 (stereo not drawn)
[39] COc1ccc(NS(=O)(=O)c2ccc(I)cc2)cc1N1CCN(C)CC1
[40] Cc1cnc(CNc2cc(-c3ccc4c(c3)OCO4)ncn2)cn1

entry no. | 33 | 34 | 35 | 36 | 37 | 38 | 39 | 40
Menin-MLL TR inh | -9% | -17% | -15% | 14%[11.7 µM] | -6% | 1%[11.7 µM] | ? | -10%
FBPA coupling cs | 8 | 3 | 1 | 1 | 1 | -3 | 3&-1 | -1

[41] COc1ccccc1CNc1ccnc(-c2ccccc2OC)n1
[42] Cc1nc2cnc(N(C)C)nc2n(CCc2ccccc2)c1=O
[43] COC(=O)N[C@@H](c1ccc(Br)cc1)C(C(=O)OC)C(=O)OC
[44] O=c1c(-c2ccc(F)cc2)nc2cnc(N3CCOCC3)nc2n1CCc1ccccc1
[45] C=C1c2cccc(OC)c2O[C@H](C(=O)OCC)[C@@H]1CCC(C)C
[46] CN(C)C1CCc2[nH]c3ccc(NC(=O)c4ccc(F)cc4)cc3c2C1 (stereo not drawn)
[47] C#CCCCO/N=C1/C[C@@H](O)[C@@H](O)[C@@H]2[C@@H]3C(=O)N(Cc4ccc5c(c4)OCO5)C(=O)[C@H]3CC[C@H]12
[48] COc1cccc(CS(=O)(=O)c2ccccc2)c1

entry no. | 41 | 42 | 43 | 44 | 45 | 46 | 47 | 48
Menin-MLL TR inh | -6% | ? | -1% | 0% | -29%[94.6 µM] | 9% | 7%[11.7 µM] | -11%
FBPA coupling cs | 3 | 4 | 2 | 0 | 0 | -1 | 1 | 0

[49] CC(=O)N1CCC2(CC1)CCN(c1ccccn1)CC2
[50] CC(=O)OC1CC(OC(C)=O)[C@]2(C)C(CC(=O)[C@]3(C)C2CC[C@@]2(C)C(c4ccoc4)OC(=O)C4O[C@@]423)C1(C)C (stereo partly drawn)
[51] COc1ccccc1CN1CCCC2(CCN(C(=O)c3ccncc3)CC2)C1
[52] CCCCC/C=C\C/C=C\CCCCCCCC(=O)O[C@@H](CO)COC(=O)CCCCCCCCCCCCCCCCC
[53] COc1ccc(CNc2nc(-c3ccccc3CN(C)C)nc3ccccc23)c(OC)c1
[54] CN(C)c1ncc2nc(-c3cccs3)c(=O)n(-c3ccccc3)c2n1
[55] O=C1[C@@H]2[C@H]3[C@H](O)[C@H](O)C/C(=N/OC[C@@H](O)COCc4ccco4)[C@H]3CC[C@H]2C(=O)N1c1ccc(F)cc1F
[56] CCCCC#CC1C=CC(Oc2ccc(C(=O)OC)cc2)C(COC(=O)OCC)O1 (stereo not drawn)

entry no. | 49 | 50 | 51 | 52 | 53 | 54 | 55 | 56
Menin-MLL TR inh | 14% | 4% | -4% | -6% | -6% | -13% | 6%[11.7 µM] | 4%[11.7 µM]
FBPA coupling cs | -1 | 2 | 0 | 4 | 1 | 3 | -30* | -1

[57] CC(=O)OC1CCC2(C)C(CCC3(C)C2C(=O)C=C2C4CC(C)(C(=O)OCCN5CCCCC5)CCC4(C)CCC23C)C1(C)C (stereo not drawn)
[58] C=C(CO)C1Cc2c(ccc3c2OC2COc4cc(OC)c(OC)cc4C2C3=O)O1 (stereo not drawn)
[59] COc1ccc(C2=Nn3c(nnc3-c3ccccc3OC)SC2)c(OC)c1
[60] CN(C)c1ncc2nc(-c3cc(F)cc(F)c3)c(=O)n(CCc3ccccc3)c2n1
[61] CS(=O)(=O)N1CCC2(CCCN(Cc3ccc(C#N)cc3)C2)CC1
[62] O=c1c(-c2cc(F)cc(F)c2)nc2cnc(N3CCNCC3)nc2n1-c1ccccc1
[63] C[C@@H](c1ccccc1)N1C(=O)[C@H]2[C@H]3[C@H](O)[C@H](O)C/C(=N/OCc4ccccc4)[C@@H]3CC[C@@H]2C1=O
[64] CSCC[C@H](NC(=O)[C@H](CC(C)C)NC(=O)CNC(=O)[C@H](Cc1ccc(O)cc1)NC(=O)[C@H](Cc1ccccc1)NC(=O)[C@H](CCCCN)NC(=O)[C@H](CC(N)=O)NC(=O)[C@@H]1CCCN1C(=O)[C@H](CC(=O)O)NC(=O)[C@H](C)NC(=O)[C@@H]1CCC(=O)N1)C(N)=O

entry no. | 57 | 58 | 59 | 60 | 61 | 62 | 63 | 64
Menin-MLL TR inh | -14%[24.8 µM] | 3%[24.8 µM] | -8% | 18% | -10% | 34%[activator] | -4%[11.7 µM] | 0%
FBPA coupling cs | 4 | -2 | 2 | -2 | -1 | 3 | 5 | 0

# A draw from above in order of molar mass, highest first:
[64] CSCC[C@H](NC(=O)[C@H](CC(C)C)NC(=O)CNC(=O)[C@H](Cc1ccc(O)cc1)NC(=O)[C@H](Cc1ccccc1)NC(=O)[C@H](CCCCN)NC(=O)[C@H](CC(N)=O)NC(=O)[C@@H]1CCCN1C(=O)[C@H](CC(=O)O)NC(=O)[C@H](C)NC(=O)[C@@H]1CCC(=O)N1)C(N)=O
[19] CCN1C(=O)[C@H]2[C@H]3[C@H](O)[C@H](O)C/C(=N/O[C@@H]4O[C@@H](COC(C)=O)[C@@H](OC(C)=O)[C@@H](OC(C)=O)[C@H]4OC(C)=O)[C@H]3CC[C@@H]2C1=O
[52] CCCCC/C=C\C/C=C\CCCCCCCC(=O)O[C@@H](CO)COC(=O)CCCCCCCCCCCCCCCCC
[36] C[C@@H]1OC2C3=C(C(=O)[C@H]4O[C@@H]4[C@H]3O)[C@@H]1[C@H]1[C@H](C)OC=C3[C@H](O)[C@H]4O[C@H]4/C(=N\OCc4ccccc4)[C@@]321
[15] COc1c(-c2coc3cc4c(cc3c2=O)CC(OC(C)=O)C(C)(C)O4)ccc2c1C=CC(C)(C)O2 (stereo not drawn)
[62] O=c1c(-c2cc(F)cc(F)c2)nc2cnc(N3CCNCC3)nc2n1-c1ccccc1
[51] COc1ccccc1CN1CCCC2(CCN(C(=O)c3ccncc3)CC2)C1
[37] O=C(c1csnn1)N1CCC2(CCCN(Cc3ccccc3)C2)CC1
[42] Cc1nc2cnc(N(C)C)nc2n(CCc2ccccc2)c1=O
[16] O=c1cnc2cnc(N3CCNCC3)nc2n1C1CC1

entry no. | 64 | 19 | 52 | 36 | 15 | 62 | 51 | 37 | 42 | 16
Menin-MLL TR inh | 0% | -2%[11.7 µM] | -6% | 14%[11.7 µM] | -5% | 34%[activator] | -4% | -6% | ? | -14%
FBPA coupling cs | 0 | 3 | 4 | 1 | -1 | 3 | 0 | 1 | 4 | 3

[13] CC(=O)OCCBr

entry no. | 13
Menin-MLL TR inh | 16%
FBPA coupling cs | -2

# Later entries
[65] CC(C)NC[C@@H](O)COc1ccccc1-n1cccc1
[66] O=C(c1cc(C(F)(F)F)cc(C(F)(F)F)c1)N1CCC2(CC1)CN(c1ccccn1)C2
[67] Cc1noc(C)c1-c1nc(NCc2cccnc2)c2ccccc2n1
[68] COc1ccc2[nH]cc(CCNc3ncncc3-c3ccc4c(c3)OCO4)c2c1
[69] COc1ccc(C(=O)N2CCC3(CC2)CN(C(=O)Nc2ccccc2)C3)cc1
[70] CN(Cc1ccco1)c1nc(-c2ccccc2Cl)nc2ccccc12
[71] CC(NC(=O)C1CCCN1C(=O)CN)C(=O)O (stereo not drawn)
[72] O=C(Cl)COCc1ccccc1

entry no. | 65 | 66 | 67 | 68 | 69 | 70 | 71 | 72
Menin-MLL TR inh | 4%[24.8 µM] | -14% | 5% | 10% | -7% | 8% | 1% | 1%
FBPA coupling cs | 1 | 0 | 1 | -5 | 4 | -3 | -1 | 0

[73] Nc1nc2c(nc(Cl)n2C2OC(CO)C(O)C2O)c(=O)[nH]1 (stereo not drawn)
[74] COc1ccccc1CNc1ncnc2ccc(-c3ccc(N(C)C)cc3)cc12
[75] CC(C)C(=O)N[C@@H]1CCCN1C(=O)/C=C\c1ccccc1
[76] CC(=O)[C@H]1[C@H](C#N)CC2C3CC=C4C[C@@H](O)CCC4(C)C3CCC21C (stereo partly drawn)
[77] CC[N+](C)(CC)CC(=O)Nc1c(C)cccc1C
[78] COc1ccc(CNc2ncnc3ccc(-c4c(C)noc4C)cc23)cc1
[79] CC(C)Oc1cccc(-n2c(CCc3c[nH]c4ccc(Br)cc34)nc3ccccc3c2=O)c1
[80] CC(=O)N1CCC2(CCCN(C(c3ccccc3)c3ccccc3)C2)CC1
[81] CCCCC/C=C\C[C@@H](O)/C=C/C=C/C=C/[C@@H](O)CCCC(=O)O

entry no. | 73 | 74 | 75 | 76 | 77 | 78 | 79 | 80 | 81
Menin-MLL TR inh | -5% | 4% | -3%[11.7 µM] | -16% | 2%[24.8 µM] | -6% | -24%[24.8 µM] | -4% | -1%
FBPA coupling cs | 1 | -20 | 0 | 5 | 1 | -5 | -1 | -3 | 0

# An excerpt. The share of hits here may be higher or lower than overall.
